Screening data: PubChem, several laboratories
GPR7 antagonist: human neuropeptides B/W receptor 1 antagonism; P48145; GPR7-expressing cells, fluorescence antagonist assay; inhibition, % at 4.4 µM; 1.1% of 290,000 active; AID 1861; in the data active = inhibition above about 16%, passing the limit was not always enough;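 note: cells stimulated with the agonist NPW; 0% = agonist with vehicle and 100% = vehicle without agonist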
Target sequence (P48145 whole entry, looked up): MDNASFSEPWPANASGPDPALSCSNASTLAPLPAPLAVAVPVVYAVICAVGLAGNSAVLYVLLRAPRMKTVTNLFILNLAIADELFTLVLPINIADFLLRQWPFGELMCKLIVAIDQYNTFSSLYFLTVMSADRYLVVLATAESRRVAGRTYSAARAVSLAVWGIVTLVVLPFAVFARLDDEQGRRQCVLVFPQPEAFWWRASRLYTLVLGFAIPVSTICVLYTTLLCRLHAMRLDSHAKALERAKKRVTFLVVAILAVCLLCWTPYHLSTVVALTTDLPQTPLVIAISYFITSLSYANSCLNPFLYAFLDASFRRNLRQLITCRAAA
OXTR ag: agonists of human oxytocin receptor. P30559. CHO-OTR cells, Fluo-8 calcium fluorescence; normalized: DMSO 0%, oxytocin 100%. activation, % at 3 µM. 0.32% of 320,000 active. AID 2435;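 active = activation above the mean of all tested compounds plus 3 SD, cutoff set per screening run, cut at about 20% in these data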;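 note: peak over basal fluorescence ratio from a 100 s FLIPR kinetic read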
Target sequence (P30559 whole entry, looked up): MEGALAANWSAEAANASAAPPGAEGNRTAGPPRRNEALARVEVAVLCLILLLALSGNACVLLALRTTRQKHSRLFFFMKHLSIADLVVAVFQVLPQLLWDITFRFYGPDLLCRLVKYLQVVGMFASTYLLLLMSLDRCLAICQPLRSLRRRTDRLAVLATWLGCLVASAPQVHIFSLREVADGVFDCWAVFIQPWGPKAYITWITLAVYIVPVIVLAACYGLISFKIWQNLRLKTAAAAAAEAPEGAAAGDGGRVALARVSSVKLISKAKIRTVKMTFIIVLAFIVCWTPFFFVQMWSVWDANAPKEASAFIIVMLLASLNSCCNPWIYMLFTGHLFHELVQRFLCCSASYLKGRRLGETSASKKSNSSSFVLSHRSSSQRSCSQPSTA
MEKK2 mut-MEK5: signal of MEK5 binding to mutant human MEKK2 PB1 domain; bead flow cytometry, Alexa488-MEK5 binding to MEKK2 mutant; percent response, % at 10 µM; 0.35% of 290,000 active; in the data active = percent response above about 24%, passing the limit was not always enough; note: inactives centre near 1; some results filed as inactive read as strong as hits
V1R ag counter: V1a receptor agonism, counter-screen for OXTR agonists. P37288. activation, % at 3 µM. AID 2797. CHO-V1R cells, Fluo-8 calcium fluorescence, agonist mode; 0% DMSO, 100% 3 nM vasopressin. 0.25% of 320,000 active;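 active = activation above the mean activation of all tested compounds plus 3 SD, per screening run, cut at about 20% in these data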;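 note: signal is peak over basal fluorescence ratio across a 100 second FLIPR read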
M18AAP inhibitor: blocks P. falciparum M18 aspartyl aminopeptidase. recombinant PfM18AAP, H-Glu-NHMec fluorogenic cleavage. AID 1822. 1.2% of 290,000 active. inhibition, % at 7.35 µM;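 active = inhibition above the campaign mean inhibition over all tested compounds plus 3 SD, cut at about 28% in these data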;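 note: 0% = plate median of test compound wells and 100% = 2 mM ZnCl2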
MEKK2wt PB1 HTS: raises or lowers MEK5 binding to wildtype human MEKK2 PB1 domain. Q9Y2U5. bead flow cytometry, Alexa488-MEK5 binding to MEKK2 WT; actives lie on both sides. binding response (% of control), % at 10 µM. 1.1% of 290,000 active. AID 1531; in the data active = binding response below about 67% or above about 130%
OXTR potentiate: potentiates the human oxytocin receptor response. 0.061% of 320,000 active. CHO-OTR cells, Fluo-8 calcium fluorescence, potentiator mode; 0% = oxytocin EC15, 100% = EC100. P30559. activation, % at 3 µM;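 active = activation above that plate's cutoff, the mean activation of tested compounds plus 3 SD, cut at about 6.6% in these data, passing the limit was not always enough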;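 note: 100% uses oxytocin at 75 nM as the full agonist control; some results filed as inactive read as strong as hits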
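Measured by – Fluo-8 calcium dye fluorescence · Test system – human OTR in CHO cells · Dosing – one concentration, 3.0 µM compound · Controls – EC15 oxytocin alone as 0%, 75 nM oxytocin as 100% · Evaluation – normalized max/min fluorescence ratio, % activation · Timing – 6 min pre-incubation, 100 s read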
NALP1 inh: blocks the NALP1 inflammasome reconstituted in yeast; S. cerevisiae NALP1/ASC/caspase-1 growth, X-gal OD620, 72 h; 0.61% of 280,000 active; inhibition, % at 10 µM; AID 2071; in the data active = inhibition mostly above about 24%, no sharp cut-off; inactive = mostly below about 32%; note: some compounds called inactive have numbers as strong as hits
GalR3 antag: human GalR3 antagonism. O60755. HEK293 GalR3-CNG cAMP membrane potential fluorescence; galR3 body fused to GalR1 C-terminus. inhibition, % at 3 µM. 0.44% of 360,000 active;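 active = inhibition above the screen-wide average plus 3 SD, cut at about 13% in these data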;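 note: forskolin and galanin both at EC90 stimulate the cells; cAMP rise reported by CNG channel membrane potential dye signal; 0% = forskolin plus galanin with DMSO and 100% = forskolin alone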
Target sequence (O60755 1-299 limits assumed): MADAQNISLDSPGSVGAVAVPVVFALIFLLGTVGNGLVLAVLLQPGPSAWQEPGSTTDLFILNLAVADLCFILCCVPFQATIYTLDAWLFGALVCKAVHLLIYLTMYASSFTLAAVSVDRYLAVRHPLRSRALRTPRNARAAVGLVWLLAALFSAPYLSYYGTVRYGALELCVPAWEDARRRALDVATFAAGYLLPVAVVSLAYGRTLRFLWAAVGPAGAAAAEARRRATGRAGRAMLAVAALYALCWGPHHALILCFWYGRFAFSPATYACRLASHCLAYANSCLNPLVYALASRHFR
Starred values were filed as active, the others as inactive; . = not tested or not shown; [ ] = remark or other dose.

SMILES	GPR7 antagonist	OXTR ag	MEKK2 mut-MEK5	V1R ag counter	M18AAP inhibitor	MEKK2wt PB1 HTS	OXTR potentiate	NALP1 inh	GalR3 antag
COc1cc(NC(=O)COC(=O)CNC(=O)c2ccc(C)cc2)c(C)cc1[N+](=O)[O-]	-4.3	-0.8	3.0	0.1	1.8	97.0	4.7	26.9	-3.1
N#CCC(=O)Nc1ccc(C(=O)OCC(=O)NNC(=O)c2ccc(Cl)cc2)cc1	.	0.5	.	0.5	.	.	-10.6	.	-2.5
COc1ccc(/C=c2\sc3nc(-c4ccccc4)c(-c4ccccc4)n3c2=O)cc1OC	-5.5	-0.4	.	0.2	9.7	.	-10.4	12.6	1.2
CCC(=O)Nc1sc(C(=O)Nc2ccccc2OC)c(C)c1C(=O)OC	-3.3	-0.9	-3.0	-0.4	-3.6	91.0	-2.8	21.3	-2.2
COc1cc(-c2cc(C(=O)N3CCN(c4ccccn4)CC3)c3ccccc3n2)cc(OC)c1OC	2.9	-1.7	-1.0	-0.8	8.6	98.0	1.3	.	-1.9
COc1ccc(NS(=O)(=O)c2ccc(N3CCOCC3)c(NC(=O)c3ccccc3Cl)c2)cc1	13.7	-1.2	-2.0	0.7	-12.8	101.0	-6.9	11.7	-7.3
Cc1cc(NC(=O)COC(=O)C2CC(=O)N(c3ccc(C)c(Cl)c3)C2)no1 (configuration not stated)	-5.5	3.3	0.0	2.4	-0.1	105.0	-8.9	15.5	-6.6
COc1ccc(C(=O)C2CCCN(Cc3ccc(NC(C)=O)cc3)C2)cc1OC (configuration not stated)	-13.3	-0.3	8.0	-0.6	1.6	113.0	-6.4	11.3	-7.3
COCC(C)NC(=O)CSc1nnc(-c2cccc(S(=O)(=O)N3CCCCC3)c2)o1 (configuration not stated)	1.7	-0.3	-1.0	0.0	-2.3	105.0	-10.3	-0.2	0.5
Cc1cccc(NC(=O)c2ccc(COc3cccc4ccccc34)o2)n1	-7.0	0.0	1.0	1.4	-3.8	109.0	-0.5	29.2	-1.0
CN1CCN(CCc2nc3cc(NC(=O)COc4ccc([N+](=O)[O-])cc4)ccc3n2C)CC1	-2.7	1.4	6.0	0.6	-0.1	108.0	-1.1	-2.8	-5.4
COc1ccc(C2=NCN(c3ccc(C)cc3)C(=S)N2)cc1	-2.7	-1.0	1.0	-0.5	13.8	99.0	0.5	3.3	-0.8
O=C(c1cc(-c2ccc(Cl)cc2)on1)N1CCCCCC1	2.4	-0.4	-1.0	-0.4	-4.6	100.0	-11.9	19.7	-8.3
Cn1c(=O)c2c(nc(NCCNC(=O)c3ccco3)n2Cc2ccc(F)cc2)n(C)c1=O	-11.0	-0.5	-4.0	-0.9	2.4	99.0	-6.0	-12.3	-7.9
O=C1CCN(Cc2ccccc2)S(=O)(=O)c2ccc(F)cc21	.	-1.0	.	-1.0	.	.	3.1	.	-7.3
CCOC(=O)N1CCN(CC(=O)c2ccc3c(c2)CCN3C(C)=O)CC1	-12.6	-1.6	3.0	-0.7	7.3	103.0	-1.0	-19.0	.
CNC(=O)COC(=O)c1cc(F)c(F)cc1Cl	1.3	-0.9	7.0	1.0	2.3	107.0	-11.4	-2.1	-0.2
COc1ccc(S(=O)(=O)NCC2CCCN(CC(C)(C)C)C2)cc1 (configuration not stated)	4.6	-1.0	-7.0	-0.1	-3.3	95.0	-15.4	19.1	6.7
COc1ccc(CNC(=O)c2cccnc2SC)cc1OC	0.9	0.2	5.0	1.5	0.2	97.0	2.2	-6.2	3.9
Cc1ccc2nc(Cl)c(/C=N/Nc3nc(C)cc(C)n3)c(=O)n2c1	2.8	-1.3	-1.0	-0.3	-3.4	99.0	-5.2	29.4	-4.3
Cc1ccc(-c2cc(C(=O)NC3CCCC3)no2)cc1	-7.4	0.1	2.0	3.4	0.9	99.0	-4.5	-15.9	-9.6
Cc1ccc(NC(=O)CSc2nccn2Cc2ccccc2)cc1C	19.8	-1.1	9.0	1.2	6.7	100.0	-20.3	-9.6	-2.6
COc1ccc2c(-c3ccccc3)cc(SCC(=O)NC3CCS(=O)(=O)C3)nc2c1 (configuration not stated)	-8.9	2.4	3.0	0.9	8.8	105.0	-13.0	34.4	2.7
O=C(O)C(Cc1ccccc1)Nc1ccc([N+](=O)[O-])cc1[N+](=O)[O-] (configuration not stated)	0.4	-1.1	-3.0	-0.3	1.1	100.0	-11.0	9.7	-8.3
O=C(NNc1nc2c(F)cccc2s1)c1ccccc1	-2.2	2.1	1.0	2.2	42.9*	104.0	-4.4	0.7	-4.6
C/C(CC(=O)Nc1ccc(N(C)C)cc1)=N\NC(=O)c1ccccc1O	-14.5	4.9	3.0	3.9	10.2	104.0	-16.9	-11.5	-7.8
CS(=O)(=O)Nc1ccc(Oc2ncccn2)cc1	-10.2	0.8	2.0	0.6	-5.6	101.0	0.0	-3.1	-6.8
CCSc1ccc2nnc(-c3ccc(F)cc3)n2n1	-8.6	-2.5	-14.0	-1.5	8.6	83.0	4.5	34.0	-6.2
CC(=O)N1c2ccc(S(=O)(=O)NCC3CCC(C(=O)NCc4ccc(C)o4)CC3)cc2CC1C (configuration not stated)	-0.3	0.3	0.0	0.3	0.5	96.0	-18.9	8.8	-7.5
COc1ccc(NC(=O)Cn2c(-c3ccc(OC)cc3)cn(-c3ccc(C)cc3)c2=O)cc1	2.8	-1.5	-7.0	-0.7	10.1	90.0	-12.4	13.8	.
COC(=O)c1ccc(Nc2cc(C)nc3ccc(C)cc23)cc1	-5.3	-2.6	17.0	0.0	-2.6	104.0	-2.9	5.4	-1.4
CCN(CC)CCCNC(=O)c1sc2ncn(CC(=O)Nc3ccc(C)c(Cl)c3)c(=O)c2c1C	-1.7	0.6	12.0	0.8	1.9	130.0	-11.0	29.4	-6.3
O=C(COc1ccccc1)N1CCN(c2ccc([N+](=O)[O-])c(N3CCCCC3)c2)CC1	-9.1	-1.9	2.0	-1.0	4.5	106.0	-11.4	1.6	-2.0
CC(C)c1nnc(NC(=O)C2CCCO2)s1 (configuration not stated)	-5.2	0.3	1.0	0.7	6.1	114.0	-10.0	-1.5	-2.9
CC(=O)N1CCN(C(=O)COc2ccc3oc4c(c3c2)CCCC4)CC1	.	-0.4	.	0.5	.	.	7.6	.	-5.7
CN1CCN(C(=O)/C(C#N)=C/c2ccc(OC(F)F)cc2)CC1	-6.2	.	4.0	.	-7.2	110.0	.	.	-4.4
O=C(Nc1ccccc1Cl)OC1CCCCC1	-11.8	-1.8	-3.0	2.4	1.0	101.0	-5.5	4.4	-8.1
COC(=O)C1CCN(C(=O)COC(=O)C2CCN(S(=O)(=O)c3ccc4c(c3)OCCO4)CC2)CC1	-19.4	-0.8	-2.0	0.0	1.0	97.0	-5.9	5.3	3.6
COC(=O)/C(C#N)=C/c1c(N2CCN(c3ccccc3)CC2)nc2c(C)cccn2c1=O	-13.5	.	1.0	.	9.3	100.0	.	5.9	4.9
Nc1nnc(SCc2ccc(F)cc2)n1-c1ccccc1	-11.9	0.1	-19.0	-0.1	1.3	82.0	-12.8	6.5	5.2
Cc1ccc(NC(=S)c2ccc3ccccc3n2)c(C)c1	-11.8	-1.2	4.0	-0.1	42.1*	100.0	-5.5	-13.0	2.8
C=CCNC(=S)NNC(=O)c1ccc(=O)n(Cc2ccccc2)c1	1.0	0.6	-9.0	0.2	10.1	97.0	-4.0	-2.8	8.7
CCC(Sc1nc2cc(OC)c(OC)cc2c(=O)n1Cc1ccco1)C(=O)NCCOC (configuration not stated)	-2.1	-0.9	6.0	-0.6	-7.1	107.0	3.2	2.7	-3.3
COc1cc(OC)cc(C(=O)NNC(=S)NC(=O)c2cccnc2)c1	3.3	-1.6	-1.0	0.0	13.9	101.0	-6.0	-14.9	-7.5
COc1ccccc1N1CCN(S(=O)(=O)c2c(C)[nH]c(C)c2C(=O)N2CCCC2)CC1	-14.9	-1.3	7.0	0.1	6.9	99.0	-1.4	-8.3	-3.0

Reformatted as labelled records: part of the list above
structure: CS(=O)(=O)Nc1ccc(Oc2ncccn2)cc1
- GPR7 antagonist: -10.2
- OXTR ag: 0.8
- MEKK2 mut-MEK5: 2.0
- V1R ag counter: 0.6
- M18AAP inhibitor: -5.6
- MEKK2wt PB1 HTS: 101.0
- OXTR potentiate: 0.0
- NALP1 inh: -3.1
- GalR3 antag: -6.8
structure: CCSc1ccc2nnc(-c3ccc(F)cc3)n2n1
- GPR7 antagonist: -8.6
- OXTR ag: -2.5
- MEKK2 mut-MEK5: -14.0
- V1R ag counter: -1.5
- M18AAP inhibitor: 8.6
- MEKK2wt PB1 HTS: 83.0
- OXTR potentiate: 4.5
- NALP1 inh: 34.0
- GalR3 antag: -6.2
structure: CC(=O)N1c2ccc(S(=O)(=O)NCC3CCC(C(=O)NCc4ccc(C)o4)CC3)cc2CC1C (configuration not stated)
- GPR7 antagonist: -0.3
- OXTR ag: 0.3
- MEKK2 mut-MEK5: 0.0
- V1R ag counter: 0.3
- M18AAP inhibitor: 0.5
- MEKK2wt PB1 HTS: 96.0
- OXTR potentiate: -18.9
- NALP1 inh: 8.8
- GalR3 antag: -7.5
structure: COc1ccc(NC(=O)Cn2c(-c3ccc(OC)cc3)cn(-c3ccc(C)cc3)c2=O)cc1
- GPR7 antagonist: 2.8
- OXTR ag: -1.5
- MEKK2 mut-MEK5: -7.0
- V1R ag counter: -0.7
- M18AAP inhibitor: 10.1
- MEKK2wt PB1 HTS: 90.0
- OXTR potentiate: -12.4
- NALP1 inh: 13.8
- GalR3 antag: .

(further entries)
SMILES	GPR7 antagonist	OXTR ag	MEKK2 mut-MEK5	V1R ag counter	M18AAP inhibitor	MEKK2wt PB1 HTS	OXTR potentiate	NALP1 inh	GalR3 antag
OCOCCCn1c(C2CCCN2c2nc(-c3ccc(F)cc3)cs2)nc2cc(Cl)c(N3CCCCC3)cc21 (configuration not stated)	.	0.4	2.0	0.0	.	100.0	-9.8	.	-1.4
Cc1ccc(NC(=O)c2ccc3c(c2)C(=O)N(Cc2cccnc2)C3=O)c(C)c1	-6.0	0.1	3.0	0.0	-0.6	100.0	-5.7	-7.5	-5.4
Cc1ccc(NC(=O)CNc2cc(S(=O)(=O)N3CCOCC3)ccc2N2CCOCC2)cc1S(=O)(=O)N(C)C	.	0.1	.	-0.6	.	.	-5.1	.	-4.3
C/C(=N\NC(=O)CCc1ccc(S(=O)(=O)N2CCOCC2)cc1)c1ccccc1Cl	0.1	-0.8	-7.0	-0.4	-10.7	92.0	-8.8	-7.5	-0.5
Cc1cc(C(=O)CSc2nnc(C3CC3)n2C2CC2)c(C)n1C(C)C	.	0.4	.	0.9	.	.	-0.1	.	-4.4
COc1ccc(-c2nsc3c(N4CCCC4)ncnc23)cc1	-6.8	1.4	-15.0	0.4	3.2	-2.0*[inhibitor]	-15.2	24.2	-2.1
c1ccc(-c2noc(CN3CCN(c4ccccc4)CC3)n2)cc1	-11.2	-0.2	2.0	-0.4	3.0	100.0	2.2	-0.5	1.7
COc1ccc(NC2=Nc3ccccc3CC2)cc1	-6.7	2.7	5.0	-0.1	-3.0	107.0	-4.6	22.6	-5.6
O=C1CN(S(=O)(=O)c2ccccc2C(F)(F)F)CCN1	-3.7	-0.2	-11.0	0.5	0.7	83.0	-11.8	-17.1	-2.0
O=C(O)c1ccc(COc2ccccc2/C=C2\NC(=O)N(Cc3ccccc3F)C2=O)cc1	-7.1	1.0	.	5.6	-14.7	.	-6.9	1.6	-5.5
Cc1cc(=O)oc2cc(OCC(=O)NCCCN3CCCC3=O)c(Cl)cc12	3.3	0.4	4.0	-0.4	4.7	103.0	-2.5	1.0	3.9

This is a random part of the collection (roughly 4.1% active in at least one column).
